Screening data: PubChem, PCMD
Yeast eIF2B: modulators of yeast eIF2B activity | S. cerevisiae eIF2B-epsilon R284H, GCN4-lacZ luminescence | inhibition, % at 25 µM (by protocol) | actives 0.91% (n = 27,000);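 active = mutant luminescence inhibited past about 50% while wild type luminescence and mutant growth stay under set limits, limit read from the data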; note: some compounds called inactive have numbers as strong as hits
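System: Yeast eIF2B-epsilon R284H mutant carrying GCN4–beta-galactosidase fusion | Read-out basis: Percent inhibition, luminescence and growth | Compound: 25 µM single dose | Times: 16 h at 30 °C exposure | Measured by: Luminescence and A595 | Buffer or medium: YPD medium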
Yeast growth tox: Compounds toxic to wild-type S. cerevisiae growth. A595 turbidity, 16 h. growth inhibition, % at 25 µM (by protocol). actives 0.3% (n = 30,000). AID 685;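 active = mutant and wild-type yeast strains alike exhibit over 30% growth inhibition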;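 note: 0% = untreated cell controls and 100% = YPD media blanks without cells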
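System – wild-type and eIF2Bepsilon-R284H mutant S. cerevisiae, screened separately · Measured by – absorbance at 595 nm (turbidity) · Timing – 16 h compound exposure during growth at 30 °C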
Yeast growth tox inhibition %: recorded beside Yeast growth tox, whose call it bears; growth inhibition, %; S. cerevisiae eIF2Bepsilon-R284H mutant growth, A595 turbidity, 16 h;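 each compound tested once at 25 µM; 0% equals untreated cells and 100% equals cell-free medium blanks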
Yeast eIF2B mutant toxicity: second read-out of Yeast eIF2B, no call of its own (marks repeat the call); growth inhibition, %; measured here: mutant yeast growth, toxicity;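 each compound tested once at 25 µM; zero equals untreated control growth and 100 equals blank medium absorbance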
* marks the source's active call; other numbers are inactive results; x = no result given.

SMILES	Yeast eIF2B	Yeast eIF2B mutant toxicity	Yeast growth tox	Yeast growth tox inhibition %
CCOCC(=O)Nc1nnc(C2CCCCC2)s1	14	2	-1	2
COc1ccc(Cl)cc1-n1c(N)c(C(N)=O)sc1=S	53*	x	8	-11
Brc1ccc(-c2nc(-c3ccccn3)no2)o1	64	14	25	14
CCN(CC(=O)Nc1ccc(S(N)(=O)=O)cc1)S(=O)(=O)c1cc(C)ccc1OC	14	x	x	x
CCOC(=O)C1=C(O)/C(=C/c2ccc(CNC(=O)C(=O)Nc3ccc(C)cc3)o2)N=C1C	x	x	-40	-6
Cc1cc(=O)[nH]c(SCCCOc2ccc(F)cc2)n1	x	x	21	7
CCN(CC)C(=O)CC1(c2ccccc2OC)CCOC(C(C)C)C1 (stereo unspecified)	36	-5	-32	-5
COc1ccc(CNC(=O)c2cc3c(=O)n4ccccc4nc3n(Cc3cccnc3)c2=N)cc1	1	-27	2	-27
Cc1nc2c(-c3ccccc3)c(C)nn2c(C)c1CCC(=O)N1CCOCC1	23	-15	-4	-15
N#CCSc1nccc(-c2cc(Cl)sc2Cl)n1	22	-30	5	-30
CCOc1ccc(S(=O)(=O)Nc2ccccc2C(=O)NCc2ccco2)cc1	33	3	-2	3
CCOC(=O)c1cc2ccccc2n1CCN(CC)CC	x	x	41	12
CCCN1CCN(C(=O)CN2C(=O)CC(C)(C)S(=O)(=O)c3ccccc32)CC1	37	x	23	0
COc1ccc(OC)c(C(=O)COC(=O)c2ccc(C)o2)c1	-6	-3	-3	-3
COC(=O)c1nn(-c2ccc3c(c2)CCN3C(C)=O)cc1O	77*	x	-9	-5
Cc1nc(N)sc1N=Nc1ccc(Br)cc1	x	x	21	23
CCCCCOc1ccc(NC(=O)CCCC(=O)O)cc1	23	x	27	0
O=C(O)CCCCCN1C(=O)CCC1=O	0	-7	15	-7
O=C(NCCN1CCOCC1)c1c(F)c(F)c(F)c(F)c1F	4	x	-7	0
CC(=O)Nc1cccc(NC(=O)C2CC3CCC2C3)c1 (stereo unspecified)	12	25	14	25
CCOc1ccc(-n2c(C)c(C(C)=O)c(C(C)=O)c2C)cc1	11	x	4	0
CC1=C(C)CS(=O)N(S(=O)(=O)c2ccccc2)C1 (stereo unspecified)	x	x	-7	15
O=C(c1ccco1)N1CCN(C(=O)C2CCN(S(=O)(=O)Cc3ccccc3)CC2)CC1	1	18	-8	18
COc1ccccc1NC(=O)CN1CCN(C(=O)c2ccco2)CC1	-24	x	x	x
CCNc1nc(CC)nc2c1oc1ccccc12	3	x	x	x

More records
SMILES	Yeast eIF2B	Yeast eIF2B mutant toxicity	Yeast growth tox	Yeast growth tox inhibition %
CC(=O)Nc1ccc(S(=O)(=O)N2CCN(C34CC5CC(CC(C5)C3)C4)CC2)cc1	4	-7	-3	-7
CC(C)CNC(=O)c1cc2nc3c(c(C(F)(F)F)n2n1)CCc1ccccc1-3	x	x	-16	2
Cc1ccccc1Cn1ccc(NC(=O)c2nc3ncccn3n2)n1	x	x	-7	10
Cc1cc(Cl)ccc1NC(=O)CSc1nnc(-c2ccncc2)n1Cc1ccco1	10	-13	1	-13
O=C(COC(=O)c1ccccn1)Nc1nccs1	16	9	7	9
Cc1c(C(=O)NC(C)C)oc2c1-c1[nH]ncc1CC2	10	21	-4	21
COCCCNC(=O)CCCn1c(=O)c2ccccc2n(CC(=O)Nc2c(C)cc(C)cc2C)c1=O	20	9	9	9
C/C(Cl)=C\CNC(C)c1ccccc1 (stereo unspecified)	13	x	4	0
S=c1oc(-c2ccncc2)nn1CCc1ccncc1	50	16	32	16
CC(=O)Oc1ccccc1N1C(=O)c2ccc(C(=O)O)cc2C1=O	16	14	10	14
Cc1ccccc1CN1C(=O)C(O)(CC(=O)c2ccncc2)c2ccccc21 (stereo unspecified)	8	-7	14	-7
c1ccc(N(c2ccccc2)c2nc(N3CCCC3)nc(-n3ccnc3)n2)cc1	37	-14	-10	-14
CC(C)CCNC(=O)CCCn1c(=O)[nH]c2ccc(Br)cc2c1=O	24	-21	-8	-21
CCOc1cc2c(cc1C(C)(C)C)NC(=O)CS2	-12	12	-14	12
Cc1ccc(S(=O)(=O)N2CCN(Cc3nc4sc(C)c(C)c4c(=O)[nH]3)CC2)cc1	x	x	-33	-8
O=C(CSc1nnc2c(n1)[nH]c1ccccc12)OCc1ccccc1	12	-3	13	-3
Fc1ccc(-c2cnc(-c3cccs3)o2)cc1	-43	x	-10	0
O=C(O)c1c[nH]c2ccc(S(=O)(=O)N3CCN(c4ccc(F)cc4)CC3)cc2c1=O	10	4	18	4
CCCCOc1ccc(-c2nc(-c3cccnc3)no2)cc1	18	21	5	21
Cc1ccc(S(=O)(=O)NC(=O)NCc2ccccn2)cc1	-8	25	-5	25
Cc1cc(=O)[nH]c(SCC(=O)Nc2cccc(C(F)(F)F)c2)n1	x	x	-6	3
COc1ccc(C(c2nnnn2C(C)(C)C)N2CCN(c3nc4ccccc4s3)CC2)cc1 (stereo unspecified)	-8	4	-5	4
Cc1c(N=C/C=C/c2ccccc2)cnn1C	10	x	-14	0
Cn1c(SCC#N)nnc1-c1ccc2c(c1)OCO2	25	15	-7	15
COc1ccc(-c2csc(N3CCN(C(=O)c4ccccc4)CC3)n2)cc1	x	x	0	10

Some of these compounds in order of length of the SMILES, lowest first.
SMILES	Yeast eIF2B	Yeast eIF2B mutant toxicity	Yeast growth tox	Yeast growth tox inhibition %
C/C(Cl)=C\CNC(C)c1ccccc1 (stereo unspecified)	13	x	4	0
CCNc1nc(CC)nc2c1oc1ccccc12	3	x	x	x
Cc1c(N=C/C=C/c2ccccc2)cnn1C	10	x	-14	0
O=C(COC(=O)c1ccccn1)Nc1nccs1	16	9	7	9
Fc1ccc(-c2cnc(-c3cccs3)o2)cc1	-43	x	-10	0
S=c1oc(-c2ccncc2)nn1CCc1ccncc1	50	16	32	16
Cn1c(SCC#N)nnc1-c1ccc2c(c1)OCO2	25	15	-7	15
CC(=O)Nc1cccc(NC(=O)C2CC3CCC2C3)c1 (stereo unspecified)	12	25	14	25
Cc1c(C(=O)NC(C)C)oc2c1-c1[nH]ncc1CC2	10	21	-4	21
Cc1ccccc1Cn1ccc(NC(=O)c2nc3ncccn3n2)n1	x	x	-7	10
COc1ccccc1NC(=O)CN1CCN(C(=O)c2ccco2)CC1	-24	x	x	x
O=C(CSc1nnc2c(n1)[nH]c1ccccc12)OCc1ccccc1	12	-3	13	-3
CC(=O)Oc1ccccc1N1C(=O)c2ccc(C(=O)O)cc2C1=O	16	14	10	14
CC(C)CCNC(=O)CCCn1c(=O)[nH]c2ccc(Br)cc2c1=O	24	-21	-8	-21
Cc1cc(=O)[nH]c(SCC(=O)Nc2cccc(C(F)(F)F)c2)n1	x	x	-6	3
COc1ccc(-c2csc(N3CCN(C(=O)c4ccccc4)CC3)n2)cc1	x	x	0	10
Cc1ccccc1CN1C(=O)C(O)(CC(=O)c2ccncc2)c2ccccc21 (stereo unspecified)	8	-7	14	-7
Cc1cc(Cl)ccc1NC(=O)CSc1nnc(-c2ccncc2)n1Cc1ccco1	10	-13	1	-13
c1ccc(N(c2ccccc2)c2nc(N3CCCC3)nc(-n3ccnc3)n2)cc1	37	-14	-10	-14
CC(C)CNC(=O)c1cc2nc3c(c(C(F)(F)F)n2n1)CCc1ccccc1-3	x	x	-16	2
COc1ccc(C(c2nnnn2C(C)(C)C)N2CCN(c3nc4ccccc4s3)CC2)cc1 (stereo unspecified)	-8	4	-5	4
O=C(c1ccco1)N1CCN(C(=O)C2CCN(S(=O)(=O)Cc3ccccc3)CC2)CC1	1	18	-8	18
CC(=O)Nc1ccc(S(=O)(=O)N2CCN(C34CC5CC(CC(C5)C3)C4)CC2)cc1	4	-7	-3	-7
O=C(O)c1c[nH]c2ccc(S(=O)(=O)N3CCN(c4ccc(F)cc4)CC3)cc2c1=O	10	4	18	4
COCCCNC(=O)CCCn1c(=O)c2ccccc2n(CC(=O)Nc2c(C)cc(C)cc2C)c1=O	20	9	9	9

(continued)
SMILES	Yeast eIF2B	Yeast eIF2B mutant toxicity	Yeast growth tox	Yeast growth tox inhibition %
Cc1ccc2cc(S(=O)(=O)NCCC(=O)O)ccc2c1	x	x	37	20
O=S(=O)(Nc1nc2ccccc2s1)c1ccc(Br)s1	15	x	20	0
CCOC(=O)c1c(C(C)(C)C)oc2ccc(OCC#N)cc12	-22	5	20	5
Cc1ccc(C2CC(C(F)(F)F)n3ncc(C(=O)NCc4ccco4)c3N2)cc1 (stereo unspecified)	x	x	-9	4
CCOC(=O)Cc1cnc(NC(=O)c2ccccc2)s1	12	14	14	14
O=C(O)CNC(=O)c1ccc(S(=O)(=O)N2CCOCC2)cc1	x	x	-1	12
CCCCc1cc(=O)oc2cc(OCC(=O)N3CCc4ccccc43)ccc12	-5	5	-1	5
O=c1nc(-c2ccccc2)c2cc(Cl)ccc2[nH]1	14	-18	-3	-18
CCn1cc(C(=O)O)c(=O)c2cc(Br)ccc21	x	x	-5	13
Cc1nn(Cc2ccccc2)c(C)c1C(=O)OCC(=O)c1cc(C)n(CC(F)(F)F)c1C	5	4	17	4
CCn1nc(C)c(NS(=O)(=O)c2ccccc2)c1C	-32	3	21	3
O=C1CN(C(=O)CCCc2c[nH]c3ccccc23)c2ccccc2N1	23	-23	8	-23
CCOc1nc(N(C)C)nc(-n2nnc(C(C)=O)c2C)n1	-15	10	5	10
CC(=O)CS(=O)(=O)c1ccc(Oc2ccc(S(=O)(=O)CC(C)=O)cc2)cc1	7	4	-3	4
Cc1nn(C)c(C)c1S(=O)(=O)N1CCc2ccccc21	-2	-21	5	-21
COC(=O)CCCC(=O)Nc1ccc(Cl)c(Cl)c1	22	-9	12	-9
CCn1c(=O)n(CC(=O)NC2CCCC(C)C2C)c(=O)c2ccccc21 (stereo unspecified)	18	13	12	13
CCOc1ccc(NC(=O)Cn2nnc(-c3ccccc3NC(=O)CC)n2)cc1	-5	-9	5	-9
CC(C)CNC(=O)c1coc(=O)c(Br)c1	26	-30	-3	-30
COc1ccc(-c2nnc(Nc3nc4c(OC)cccc4s3)o2)cc1	-24	13	-5	13
O=C(COC(=O)C12CC3CC(CC(C3)C1)C2)NCc1ccco1	-23	x	-12	0
COC(=O)c1ccccc1NC(=O)CC(NCc1ccccc1)C(=O)O (stereo unspecified)	-3	x	x	x
CCc1nc2oc3ccccc3c(=O)c2c(=O)n1CCOC	32	-6	11	-6
N#CCCn1c(Cl)nc2ccccc21	7	14	17	14
CC(=O)Nc1ccc(C(=O)N2CCN(C(=O)c3ccco3)CC2)cc1	13	4	-2	4

Later entries:
SMILES	Yeast eIF2B	Yeast eIF2B mutant toxicity	Yeast growth tox	Yeast growth tox inhibition %
COc1ccc(C(=O)N=c2c(C#N)cc3c(=O)n4cccc(C)c4nc3n2Cc2ccco2)cc1	31	-25	13	-25
COc1cc(N2C(=O)NC3CC2(C)Oc2ccc(Br)cc23)cc(OC)c1OC (stereo unspecified)	23	-22	16	-22
CCCC12CN(C(=O)c3ccc(OC)cc3)CC(C)(CN(C(=O)c3ccc(OC)cc3)C1)C2=O	-38	-5	-4	-5
C=CCOc1nc2c(c(=O)n(C)c(=O)n2C)n1Cc1ccc(Cl)cc1Cl	-12	x	x	x
COc1ccc(Nc2ncc3c(n2)CC(c2ccc(C)cc2)CC3=O)cc1 (stereo unspecified)	16	-10	4	-10
CCOC(=O)N1CCN(c2nc(-c3ccc(F)cc3)cs2)CC1	14	-4	-3	-4
COc1ccccc1Oc1c(C)oc2c(CN3CCN(C)CC3)c(O)ccc2c1=O	30	-4	-7	-4
CCOCCn1c(N2CCN(c3ccc(OC)cc3)CC2)nc2c1c(=O)[nH]c(=O)n2C	22	5	7	5
COc1cccc(/C(O)=C2\C(=O)C(=O)N(c3ccccn3)C2c2cccc(OC)c2OC)c1 (stereo unspecified)	x	x	14	13
C=CCOc1ccc(CNc2nn[nH]n2)cc1	16	19	9	19
CC(C)(C)N(Cc1ccccc1)C(=O)CSc1nc2ccccc2c(=O)[nH]1	-11	-19	3	-19
CCn1nc(CCC(=O)O)c2ccccc2c1=O	17	9	4	9
CC1CCN(c2nc(-c3ccccc3)cc(C(F)(F)F)n2)CC1	11	-11	-4	-11

Structural class, the compounds so far with a tert-butyl group
SMILES	Yeast eIF2B	Yeast eIF2B mutant toxicity	Yeast growth tox	Yeast growth tox inhibition %
CCOc1cc2c(cc1C(C)(C)C)NC(=O)CS2	-12	12	-14	12
COc1ccc(C(c2nnnn2C(C)(C)C)N2CCN(c3nc4ccccc4s3)CC2)cc1 (stereo unspecified)	-8	4	-5	4
CCOC(=O)c1c(C(C)(C)C)oc2ccc(OCC#N)cc12	-22	5	20	5
CC(C)(C)N(Cc1ccccc1)C(=O)CSc1nc2ccccc2c(=O)[nH]1	-11	-19	3	-19

Not all compounds are listed (hit frequency here may not be typical).
